# Tb PGK inh: qHTS Assay to Find Inhibitors of Phosphoglycerate Kinase. Phosphoglycerate kinase, glycosomal (Trypanosoma brucei brucei), P07378. hit rate 0.043% among 380,000. Potency, µM (doses to about 57.5 µM), without a hit: at the highest dose activity change, negative = inhibition, hits mostly inhibitors. PGK/GAPDH coupled, Kinase-Glo luminescence, 60 min; further: potency means the concentration at half of the fitted maximal effect; on the % scale 0 is the no-effect control and ±100 the full control effect; nearly all actives have a fitted effect of over 60% in size
#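 Recombinant glycosomal PGK reaction used 1,3-bisphosphoglycerate generated in-well by GAPDH (100nM final) in 100mM TEA pH 7.6, 5mM MgCl2, 0.01% Tween-20. After 60 minutes at room temperature, ATP was read by Kinase-Glo Plus luminescence end-point.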
# Pin1 inh: qHTS Assay to Find Inhibitors of Pin1. Peptidyl-prolyl cis-trans isomerase NIMA-interacting 1 (Homo sapiens), Q13526. Pin1 FP peptide displacement, HiFluor488, 10 min. Potency, µM (highest dose often 115 µM), for the others: at the highest dose activity, negative = inhibition, hits mostly inhibitors. hit rate 0.009% among 390,000; active means well fitted inhibition curve with a large enough effect in the polarisation, with a control signal flat, not every such curve was filed as active; inconclusive means small, poorly fitted or top-dose-only effect, or effect the other way, or a change in a side signal; inactive means no such curve, though single readings can be large or run the other way; the % refers to the polarisation; further: potency means the concentration at half of the fitted maximal effect; on the % scale 0 is the no-effect control and ±100 the full control effect
# BAZ2B block: qHTS Assay for Inhibitors of BAZ2B. AID 504333, 2011. hit rate 4.4% among 360,000. Potency, µM (titrated, usually from 114 µM), without a hit: at the top dose activity change, negative = inhibition, most hits filed as inhibitors. Bromodomain adjacent to zinc finger domain protein 2B (Homo sapiens), Q9UIF8. AlphaScreen BAZ2B-H3K14Ac peptide displacement; further: potency means the concentration at half of the fitted maximal effect; on the % scale 0 is the no-effect control and ±100 the full control effect; nearly all actives have a fitted effect of over 60% in size
#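 Inhibition is scored as reduced AlphaScreen emission. The BAZ2B/b-H3(5-23)K14Ac complex (50 nM each) in PBS pH 7.4, 0.01% Tween-20 meets compound (up to 110 uM) for 30 min at RT before bead addition.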
# PI4K2A inh: qHTS for small molecular inhibitors of PI4K2A; Phosphatidylinositol 4-kinase type 2-alpha (Homo sapiens), Q9BTU6; purified PI4K2A, ADP-Glo luminescence, 1 h; hits give low values; activity change, negative = inhibition, % at 76.9 µM; hit rate 0.13% among 420,000; in the data active means activity change below about -50%; inconclusive means mostly about -30% to -49%;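 further: -100% = wells without enzyme as full effect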
#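 In this quantitative HTS, ADP production by PI4K2A was quantified luminescently after 1 h at ambient temperature; 100 microM adenosine served as plate-quality control.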
# GLS inhibitor: qHTS for Inhibitors of Glutaminase (GLS); Glutaminase kidney isoform, mitochondrial (Homo sapiens), O94925; GLS enzymatic activity, qHTS titration; Potency, µM (titrated, usually from 45.5 µM), for the others: at the top dose activity change, negative = inhibition, actives largely listed as inhibitors; hit rate 0.21% among 410,000; AID 624170, 2012; further: potency means the concentration at half of the fitted maximal effect; on the % scale 0 is the no-effect control and ±100 the full control effect
#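 Coupled fluorescence readout: glutamate oxidase/HRP/Amplex Red detect glutamate formed by hKGA from L-glutamine (1 mM solution added). Buffer 45 mM KH2PO4 pH 8.2, 0.02% Tween-20; reads at t0 and 30 min RT.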
# G9a block: qHTS Assay for Inhibitors of Histone Lysine Methyltransferase G9a; Histone-lysine N-methyltransferase EHMT2 (Homo sapiens), Q96KQ7; G9a H3K9 monomethylation, AlphaScreen, 2 h; Potency, µM (top dose mostly 102 µM), for inactives: at the highest dose activity, negative = inhibition, hits mostly inhibitors; hit rate 8.8% among 350,000; AID 504332, 2011; further: potency means the concentration at half of the fitted maximal effect; on the % scale 0 is the no-effect control and ±100 the full control effect; nearly all actives have a fitted effect of over 75% in size
# Target sequence (Q96KQ7 913-1193 limits assumed): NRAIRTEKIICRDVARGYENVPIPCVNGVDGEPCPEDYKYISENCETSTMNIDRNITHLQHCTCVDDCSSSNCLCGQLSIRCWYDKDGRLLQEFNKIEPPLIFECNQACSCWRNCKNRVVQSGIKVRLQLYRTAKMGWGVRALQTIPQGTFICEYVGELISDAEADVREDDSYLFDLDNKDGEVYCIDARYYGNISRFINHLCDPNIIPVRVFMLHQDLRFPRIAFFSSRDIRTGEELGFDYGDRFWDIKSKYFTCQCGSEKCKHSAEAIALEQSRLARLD
#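 Quantitative HTS format: methyltransferase activity on a biotin-tagged H3K9 peptide is measured by AlphaScreen, using a rabbit anti-monomethyl-H3K9 antibody with streptavidin donor and anti-IgG acceptor beads. Final levels are 20 nM enzyme, 500 nM peptide, 20 uM SAM; 2 h RT.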
# JMJD2A Tudor inh: qHTS Assay for Inhibitors of JMJD2A-Tudor Domain; Lysine-specific demethylase 4A (Homo sapiens), O75164; AID 504339, 2011; Potency, µM (highest dose often 114 µM), for inactives: at the highest dose activity change, negative = inhibition, actives largely listed as inhibitors; hit rate 4.4% among 390,000; AlphaScreen JMJD2A-Tudor / H3K4me3 peptide binding; further: potency means the concentration at half of the fitted maximal effect; on the % scale 0 is the no-effect control and ±100 the full control effect; nearly all actives have a fitted effect of over 50% in size
# HP1b chromo inh: HTS for Inhibitors of HP1-beta Chromodomain Interactions with Methylated Histone Tails; Chromobox protein homolog 1 (Homo sapiens), P83916; AlphaScreen HP1-beta / biotin-H3K9me3 peptide binding; Potency, µM (series often up to 114 µM), for inactives: top-dose activity change, negative = inhibition, hits mostly inhibitors; hit rate 0.56% among 390,000; further: potency means the concentration at half of the fitted maximal effect; nearly all actives have a fitted effect of over 70% in size; inactives centre near 23
# Target sequence (P83916 whole entry, looked up): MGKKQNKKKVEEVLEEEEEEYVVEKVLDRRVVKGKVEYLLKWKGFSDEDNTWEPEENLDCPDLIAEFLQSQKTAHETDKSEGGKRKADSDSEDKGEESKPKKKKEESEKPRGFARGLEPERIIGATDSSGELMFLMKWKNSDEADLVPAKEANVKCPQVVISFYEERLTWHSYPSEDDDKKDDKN
#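 HP1-beta protein (50 nM final) preincubated 30 min at room temperature with biotinylated H3(1-18)K9me3 peptide (50 nM) in PBS pH 7.4, 0.01% Tween-20, then compound added for 30 min. AlphaScreen streptavidin donor/nickel chelate acceptor beads (10 ug/mL final), 30 min dark, luminescence read.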
# ERG-DNA inh: qHTS for Small Molecule Inhibitors of the ERG Ets/DNA interaction; Transcriptional regulator ERG (Homo sapiens), P11308; hit rate 0.028% among 370,000; Potency, µM (series often up to 76.9 µM), for the others: at the top dose FP activity, negative = inhibition, usual class: inhibitors; fluorescence polarization, His-ERG Ets domain / labelled DNA; active means well fitted inhibition curve with a large enough effect in the polarisation, with a control signal flat; inconclusive means small, poorly fitted or top-dose-only effect, or effect the other way, or a change in a side signal; inactive means no such curve, though single readings can be large or run the other way; the % refers to the polarisation;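 further: polarization taken with two DNA probes labelled with fluorescein and Texas red; potency means the concentration at half of the fitted maximal effect; % of control where 0% means no effect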
# Target sequence (P11308 whole entry, looked up, the tested form may be a part): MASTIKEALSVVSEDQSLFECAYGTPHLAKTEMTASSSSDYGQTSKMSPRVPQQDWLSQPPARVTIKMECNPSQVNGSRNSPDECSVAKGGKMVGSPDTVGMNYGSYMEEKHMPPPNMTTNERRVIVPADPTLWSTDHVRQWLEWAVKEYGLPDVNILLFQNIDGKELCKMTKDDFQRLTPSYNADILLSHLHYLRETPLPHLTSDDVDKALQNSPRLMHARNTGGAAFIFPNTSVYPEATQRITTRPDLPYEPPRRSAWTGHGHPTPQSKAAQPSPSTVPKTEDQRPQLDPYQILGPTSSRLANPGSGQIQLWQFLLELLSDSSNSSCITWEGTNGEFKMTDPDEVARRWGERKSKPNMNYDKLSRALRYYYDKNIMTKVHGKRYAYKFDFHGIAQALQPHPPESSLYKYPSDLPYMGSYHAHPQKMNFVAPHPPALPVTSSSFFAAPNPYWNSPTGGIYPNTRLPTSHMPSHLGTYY
#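 His-tagged ERG Ets domain (1 uM in the protein solution; 300mM KCl, 50mM Tris-HCl, 1mM EDTA, 1mM DTT, pH 7.5) received compound, then a probe mix of 5 nM fluorescein-DNA and 100nM Texas-615-DNA. Fluorescence polarization was read for both dyes.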
# Numbers without * were called inactive; i = inactive; ? = inconclusive; · = not tested or not shown; & = joins results of further samples; [ ] = dose if it differs, or a comment. Unless noted, the call rests on the fitted dose curve; in most records, active means well fitted curve in the direction sought with a large enough effect; inconclusive means small, poorly fitted or top-dose-only effect, or another doubt; inactive means no such curve, though single readings can be large; an effect the other way counts as inactive or inconclusive.
Tb PGK inh	Pin1 inh	BAZ2B block	PI4K2A inh	GLS inhibitor	G9a block	JMJD2A Tudor inh	HP1b chromo inh	compound	ERG-DNA inh
-1%	-7%	?	-4	-2%	·	25µM*	-13%	COc1cc(CN2CCN(C(O)(c3ccccc3)c3ccccc3)CC2)cc(OC)c1OC	-5%
-5%	43%[activator]	-18%	-1	-7%	?	-10%	25%	O=S(=O)(c1ccc(Cl)cc1)c1nc(-c2ccco2)oc1SCc1ccc(F)cc1	7%
-1%	-4%	0%	-8	0%	9%	-10%	17%	CCCN(C(=O)c1cc(S(=O)(=O)N2CCCCC2)ccc1Cl)C1CCS(=O)(=O)C1 (centres undefined)	10%
-4%	11%	?	2	-6%	-35%	-17%	14%	O=C(C[n+]1cc(-c2ccc(Cl)c(Cl)c2)n2c1CCC2)c1cccs1	-4%
4%	4%	6%	3	-1%	100%[activator]	39%[activator]	63%[activator]	Cc1ccc(C2NC(c3ccc(C)cc3)C(C)C(=O)C2C)cc1 (centres undefined)	0%
7%	1%	-11%	2	0%	·	-1%	24%	COCCNC(=O)C(=O)Nc1cc2c3c(c1)CC(=O)N3CCC2	-8%
-2%	8%	·	-1	-10%	·	-17%	12%	CCN(CC(=O)Nc1ccc(NC(C)=O)cc1)C(=O)c1cc(-c2ccccc2Cl)nc2ccccc12	-2%
-7%	0%	13%	-4	1%	0%[2.33 µM]	2%	41%[activator]	O=C(COC(=O)c1cccc(Cl)c1)NC1CCS(=O)(=O)C1 (centres undefined)	0%
-4%	-4%	?	26	4%	-22%[59 µM]	-23%	9%	Oc1c(C(c2ccccc2Cl)N2CCCC2)sc2nc(-c3ccco3)nn12 (centres undefined)	4%
-9%	6%	-5%	-4	-1%	18µM*	-8%	?	Cc1ccc2nc(SCC(=O)c3c(N)n(C4CC4)c(=O)[nH]c3=O)[nH]c2c1	-5%
8%	-6%	-2%	-4	11%	13%	-8%	18%	CC(=O)Nc1ccc(S(=O)(=O)N(C)CC(=O)OC(C)C(=O)NC2CCCC2)cc1 (centres undefined)	-3%
9%	-5%	-20%	-3	6%	?	-15%	23%	COc1ccc(-n2c(SCC(=O)O)nc3sc4c(c3c2=O)CCCC4)cc1	6%
-4%	2%	43%[activator]	3	-9%	-2%	-3%	43%[activator]	COC(=O)C(CCSC)NC(=O)Cn1ncc2c(=O)oc3ccccc3c21 (centres undefined)	5%
-2%	1%	·	1	-29%	·	-6%	7%	Cc1[nH]c(C)c2c(=O)n(Cc3ccccc3Cl)ncc12	0%
i	11%	-21%	3	-8%	6%[59 µM]	-2%	36%	COc1ccc(CNC(=O)Cn2ccc3cc(S(=O)(=O)N4CCCC4)ccc32)c(OC)c1	1%
-11%	?	-37%	2	-4%	40µM*	?	-9%	Cc1cc(-c2ccc(/C=N/n3cnnc3)o2)c(C)c([N+](=O)[O-])c1	2%
-2%	-4%	?	4	2%	50µM*	-16%	14%	CC(C)(C)Sc1ccc(N)nc1	3%
-1%	-4%	?	7	-4%	?	?	1%	COc1cc(/C=N/NC(=O)Cc2ccccc2)ccc1Oc1ccc([N+](=O)[O-])cc1[N+](=O)[O-]	-4%
-2%	6%	4%	1	-7%	14%	-3%	16%	Cc1ccc(C(=O)NCCCNC(=O)c2ccco2)cc1C	1%
-18%	-5%	-10%	-2	1%	·	-17%	14%	Cc1ccccc1OCCSc1nc2ccccc2n1CCC(=O)O	53%[activator]
i	-10%	·	-5	0%	·	28µM*	25%	CCN(CC)C(=O)c1sc2nc(-c3ccccn3)[nH]c(=O)c2c1C	4%
-8%	10%	-11%	0	0%	-4%	-10%	5%	O=C(Cc1c(F)cccc1Cl)NCCCn1ccnc1	·
7%	-1%	-12%	-4	18%	?	-6%	45%[activator]	Cc1cc(C)c(NC(=O)CS)c(Cl)c1	-5%
0%&12%	-2%&-10%	-8%	-3&-4	-3%&3%	4%	-18%&-36%	45%&-17%[activator]	CCC(Oc1ccccc1)C(=O)Nc1nnc(S(=O)(=O)Nc2ccccc2)s1 (centres undefined)	-3%&-6%
-5%	-3%	·	-1	11%	·	-23%	42%[activator]	OCC[C@H]1C[C@H](O)[C@@H](O)[C@]2(CCCO2)O1	9%
i	5%	-24%	3	-1%	-1%	-2%	55%[activator]	Cc1cc(N)n2nc(-c3ccccc3)c(-c3ccccc3)c2n1	-8%
-3%	-11%	10%	-1	-3%	21%[59 µM]	-8%	34%	O=C(COC(=O)/C=C/c1cccc(C(F)(F)F)c1)NCc1ccccc1	10%
-6%	-1%	-12%	10	-8%	-10%	17%	38%[activator]	CN(C)C(=O)COc1ccc(Oc2ccccc2)cc1	-3%
i	0%	-14%	-2	-3%	35%	18%	64%[activator]	CCOC(=O)C1CCN(C(=O)C2CCCN(c3ncnc4c3nc3n4CCCCC3)C2)CC1 (centres undefined)	12%
-12%	?	6%	-1	1%	-5%	3%	40%[activator]	O=S1(=O)N=C(Nc2ccc(S(=O)(=O)N3CCCCC3)cc2)c2ccccc21	2%
-5%	1%	-4%	0	0%	24%	-7%	22%	Cc1ccc(CCNC(=O)c2cc(S(=O)(=O)N3CCCC3)cn2C)cc1	-9%
-7%[11.5 µM]	-2%	8%	-1	-7%	-32%[59 µM]	-10%	37%[activator]	CC(C)(C)NS(=O)(=O)c1ccc(CCC(=O)NCc2cccnc2)cc1	·
-2%	1%	5%	4	4%	-14%[59 µM]	-24%	0%	O=C(Nc1cccc(S(=O)(=O)N2CCCCC2)c1)C1CCCN1S(=O)(=O)c1ccccc1F (centres undefined)	-4%
-2%	-5%	3%	-1	-5%	21%	4%	13%	CCCCn1c(SCC(=O)NC2CC2)nnc1-c1ccncc1	-2%
-1%	2%	-6%	-9	29%	-9%[59 µM]	-13%	5%	CC(C)c1[nH]nc2c1C(c1cccs1)C(C#N)=C(N)O2 (centres undefined)	2%
0%	?	?	5	8%	-41%	-32%	22%	COc1cccc(NC(=O)N2CCN(c3cccc(C)c3)C(C)C2)c1 (centres undefined)	4%
-2%	1%	-14%	2	4%	46%	-15%	11%	O=C(NCCc1ccccc1)c1cccc(S(=O)(=O)N2CCCCC2)c1	-6%
-2%	-2%	3%	-4	-11%	20%	-6%	43%[activator]	O=C(Cc1c(F)cccc1Cl)NCc1cccnc1	0%
i	1%	-5%	-2	6%	76%[activator]	-5%	12%	CCOC(=O)Nc1ccc(N2CCOCC2)c(S(=O)(=O)N2CCOCC2)c1	3%
i	-1%	·	0	-4%	-12%[59 µM]	-13%	33%	CCCN1CCN(CC2=C(C(=O)OCC)C(c3ccc(Cl)cc3)NC(=O)N2)CC1 (centres undefined)	-1%
2%	0%	-9%	3	1%	-7%[0.501 µM]	-15%	20%	CCOC(=O)c1c(SC)n(-c2ccccc2)c(=S)n(-c2ccccc2)c1=O	-7%
2%	-10%	-28%	-12	27%	?	-30%	-18%	O=C(O)c1cccc(NC(=S)NC(=O)c2cccc(OCc3ccccc3)c2)c1	9%
i	0%	-30%	1	1%	?	-15%	55%[activator]	CCOc1ccc(C(C)=O)cc1N1C(=O)C2C3C=CC(C3=C(C)C)C2C1=O (centres undefined)	7%
5%	14%	-37%[57.1 µM]	6	0%	?	-13%	17%	CCOC(=O)c1ccccc1OCc1cc(/C=N/n2cnnc2)ccc1OC	-4%
5%	-9%	3%	2	10%	·	-13%	24%	CCc1cccc(NC(=O)Nc2ccc3c(c2)OCO3)c1	-6%
5%	-4%	·	-3	4%	-5%	-11%	29%	CCOc1ccc(CCNC(=O)COC(=O)c2ccccc2O)cc1OCC	-9%
-8%	-1%	-3%	-3	-2%	66%[activator][59 µM]	?	15%	COc1cnc(-c2ccccn2)nc1Sc1cccc(Cl)c1	-2%
-4%	-1%	·	-2	-2%	-47%	-13%	15%	COc1ccc(/C=C/CN2CCN(Cc3ccc(C)cc3)C(CCO)C2)cc1 (centres undefined)	-1%
-6%	3%	-17%	-2	2%	-48%	-26%	14%	COc1ccc(N(CC(=O)N2CCc3ccccc32)S(=O)(=O)c2c(C)nn(C)c2C)cc1	3%

# Shown with bars between the fields: entries from further up.
Compound | Tb PGK inh | Pin1 inh | BAZ2B block | PI4K2A inh | GLS inhibitor | G9a block | JMJD2A Tudor inh | HP1b chromo inh | ERG-DNA inh
CCOc1ccc(CCNC(=O)COC(=O)c2ccccc2O)cc1OCC | 5% | -4% | · | -3 | 4% | -5% | -11% | 29% | -9%
COc1cnc(-c2ccccn2)nc1Sc1cccc(Cl)c1 | -8% | -1% | -3% | -3 | -2% | 66%[activator][59 µM] | ? | 15% | -2%

# Compound activity deposited in PubChem BioAssay by National Center for Advancing Translational Sciences (NCATS).
